# Source: PubChem BioAssay
# aSyn yeast inh: inhibitors of alpha-synuclein toxicity in yeast; Potency, µM (highest dose often 46.1 µM), for the others: top-dose growth rescue (activation), hits mostly activators; 370,000 tested, 0.14% active; Yeast expressing alpha-synuclein, growth rescue, BacTiter-Glo, 24 h; note: potency is the fitted concentration of half-maximal effect; % of control where 0% means no effect; nearly all actives have a fitted effect of over 65% in size
#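 Rescue of yeast growth: cells expressing toxic alpha-synuclein, induced in galactose at OD600 0.02, incubated with compound 24 h at 30 C. ATP luminescence quantified growth; inhibitors of toxicity appear as activators.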
# Abeta rescue: compounds reversing amyloid beta toxicity in yeast; Potency, µM (titrated, usually from 46.1 µM), for inactives: at the top dose growth rescue, most hits filed as activators; 410,000 tested, 0.063% active; yeast expressing A-beta42, growth rescue, OD600, 48 h; response scale: 0% DMSO, 100% iron-clioquinol control; note: potency is the fitted concentration of half-maximal effect; nearly all actives have a fitted effect of over 55% in size
#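 Yeast growth medium received pinned compounds, then yeast cells expressing toxic A-beta were added; plates incubated at 30 C for 48 hr. Growth read as absorbance at 600 nm, normalized to DMSO and equimolar FeCl3 plus clioquinol controls.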
# FUS suppressor: FUS proteinopathy suppression in yeast | S. cerevisiae FUS-expressing, growth rescue, OD600, 24 h | Potency, µM (titrated, usually from 76.6 µM), inactives show top-dose growth rescue (activation), hits mostly activators | 390,000 tested, 0.24% active | AID 1347120;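 note: potency is the fitted concentration of half-maximal effect; plate controls were DMSO vehicle for no effect and reference control for full effect; nearly all actives have a fitted effect of over 55% in size; some results filed as inactive show a strong effect at the top dose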
#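 Read-out: OD at 600 nm after 24hr at 30C, reporting rescue of FUS-induced yeast toxicity. Cells at OD 0.005 in galactose (2%) minimal medium; compounds tested in a dilution series; CP55940 titration from 92uM final as control.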
# GLP-1R inv ag: acts as inverse agonist at human GLP-1 receptor; 410,000 tested, 1.6% active; AID 624417; HEK293 GLP-1R CRE-luciferase, luminescence, 24 h; GLP-1R form is constitutively active; Potency, µM (top dose mostly 38.3 µM), for the others: at the highest dose activity change, negative = inhibition, hits mostly inhibitors; P43220; note: potency is the fitted concentration of half-maximal effect; % is set by controls: 0 for no effect and ±100 for the full control effect; nearly all actives have a fitted effect of over 55% in size
# Target sequence (P43220 whole entry, looked up): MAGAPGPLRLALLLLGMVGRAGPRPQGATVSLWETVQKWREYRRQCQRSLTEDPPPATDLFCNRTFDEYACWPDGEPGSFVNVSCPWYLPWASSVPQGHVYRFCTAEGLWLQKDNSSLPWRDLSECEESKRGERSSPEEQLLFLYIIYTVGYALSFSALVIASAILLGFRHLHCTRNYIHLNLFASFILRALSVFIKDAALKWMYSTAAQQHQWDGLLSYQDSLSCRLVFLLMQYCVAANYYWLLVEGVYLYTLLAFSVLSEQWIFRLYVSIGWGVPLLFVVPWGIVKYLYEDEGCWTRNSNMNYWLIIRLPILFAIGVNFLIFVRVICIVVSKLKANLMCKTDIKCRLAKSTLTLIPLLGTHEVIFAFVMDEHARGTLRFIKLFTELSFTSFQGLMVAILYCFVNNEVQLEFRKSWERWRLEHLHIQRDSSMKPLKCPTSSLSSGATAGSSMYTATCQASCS
#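 HEK293 cells stably co-expressing a cAMP-responsive luciferase reporter and constitutively active GLP-1R were seeded, incubated 12 h, then exposed to compounds for 24 h at 37 C. Luminescence was read 12 min after detection reagent; inverse agonists lower signal.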
# pAkt inh: inhibitors of Akt phosphorylation. Neuro2A IGF-stimulated pAkt S473 HTRF, 20 min; active compounds read low. 360,000 tested, 0.32% active. AID 651550. activity change, % for hits at 50 µM; in the data active = activity change below about -80%; inconclusive = mostly about -51% to -80%; note: % is set by controls: 0 for no effect and ±100 for the full control effect
#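 Single-point screen (50 µM final compound) in Neuro2A cells stimulated 20 min with 6 nM IGF at 37 deg C. After lysis, Ser473-phosphorylated Akt read by HTRF (ex 330 nm, em 615/665 nm) as the 665/615 ratio.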
# MmCpn inh: blocks the Methanococcus maripaludis chaperonin Mm-Cpn; purified Mm-Cpn ATPase, ADP Transcreener TR-FRET; Potency, µM (highest dose often 76.9 µM), for the others: at the highest dose activity, negative = inhibition, actives largely listed as inhibitors; 330,000 tested, 0.031% active; note: potency is the fitted concentration of half-maximal effect; % is set by controls: 0 for no effect and ±100 for the full control effect; nearly all actives have a fitted effect of over 80% in size
#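 ATP (10 uM final) was added to archaeal chaperonin (25 nM final) after 10 min exposure to test compound at 37°C; after 30 min further incubation, ADP was detected by competitive TR-FRET.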
# PTHR1 agonist: agonists of human PTHR1 parathyroid hormone receptor. Q03431. HEK293 GP2 PTHR1 cells, GloSensor cAMP luminescence, 1 h. Potency, µM (highest dose often 115 µM), for the others: at the highest dose activation, most hits filed as activators. 410,000 tested, 0.075% active. AID 743266; note: potency is the fitted concentration of half-maximal effect; nearly all actives have a fitted effect of over 55% in size; some results filed as inactive show a strong effect at the top dose; inactives centre near -15; many of its hits are not listed in these tables
# Target sequence (Q03431 whole entry, looked up): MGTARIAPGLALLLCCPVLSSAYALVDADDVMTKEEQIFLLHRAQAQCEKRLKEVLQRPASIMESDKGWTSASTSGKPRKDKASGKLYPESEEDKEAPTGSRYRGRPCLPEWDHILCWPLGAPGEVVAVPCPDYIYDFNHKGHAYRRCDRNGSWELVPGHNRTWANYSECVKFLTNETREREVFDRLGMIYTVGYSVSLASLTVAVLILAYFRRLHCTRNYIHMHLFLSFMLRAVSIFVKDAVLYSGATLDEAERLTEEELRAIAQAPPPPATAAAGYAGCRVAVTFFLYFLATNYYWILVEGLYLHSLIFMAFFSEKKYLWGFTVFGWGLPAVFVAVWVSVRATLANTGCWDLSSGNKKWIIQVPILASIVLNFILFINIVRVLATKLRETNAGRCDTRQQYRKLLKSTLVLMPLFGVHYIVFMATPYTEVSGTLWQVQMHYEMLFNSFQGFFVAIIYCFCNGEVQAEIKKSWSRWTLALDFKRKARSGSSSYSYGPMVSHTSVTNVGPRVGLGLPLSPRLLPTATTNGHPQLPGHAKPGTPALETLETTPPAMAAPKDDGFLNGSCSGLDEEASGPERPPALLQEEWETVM
#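 HEK-293-derived GP2 cells expressing PTHR1 and a GloSensor cAMP reporter, 3,000/well, plated overnight, given luciferin plus IBMX (each 0.5 mM as added) for 1 h at 37 °C, then compound for 1 h at 37 °C. Luminescence was read after 15 min at room temperature.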
# TDP43 rescue: inhibitors of TDP-43 toxicity in yeast. TDP-43 expressing yeast growth rescue, BacTiter-Glo, 24 h. Potency, µM (top dose mostly 46.1 µM), for the others: top-dose growth rescue (activation), most hits filed as activators. 410,000 tested, 1.8% active. AID 652104; note: potency is the fitted concentration of half-maximal effect; % of control where 0% means no effect; nearly all actives have a fitted effect of over 50% in size
#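 Cell-based yeast growth screen: TDP-43 expression induced in galactose, inoculum OD600=0.02 after raffinose pregrowth to mid-log. Read-out BacTiter-Glo luminescence at 24 hr, 30 deg C; inhibition of toxicity seen as signal increase.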
# HEK293 tox: cytotoxicity counter-screen for GLP-1 receptor inverse agonists; 410,000 tested, 0.13% active; HEK293 cAMP-luciferase reporter cells, luminescence, 24 h; AID 624418; Potency, µM (titrated, usually from 38.3 µM), for inactives: at the highest dose activity change, negative = inhibition, hits mostly inhibitors;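 note: loss of luciferase light is scored as toxicity; potency is the fitted concentration of half-maximal effect; % is set by controls: 0 for no effect and ±100 for the full control effect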
#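 MLSMR compounds, 24 hr on cells at 37 deg C/5% CO2; luminescence after luciferase reagent (12 min RT). Inhibition counted as the undesired cytotoxic outcome.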
# The depositor's hits bear a star; i = inactive; u = inconclusive; x = no result given; [ ] = another dose, or the depositor's remark. Unless noted, calls come from the whole dose curve; as a rule, active = well fitted curve in the direction sought with a large enough effect; inconclusive = small, poorly fitted or top-dose-only effect, or another doubt; inactive = no such curve, though single readings can be large; an effect the other way counts as inactive or inconclusive.
molecule	pAkt inh	MmCpn inh	PTHR1 agonist	TDP43 rescue	aSyn yeast inh	Abeta rescue	HEK293 tox	GLP-1R inv ag	FUS suppressor
Cc1ccc(NC(=O)C[n+]2cc(-c3ccc(C)cc3)n3c2CCC3)cc1	i	1.9%	i	-11.2%	2.8%	-10.2%	21.2%	-13.1%	14.2%
COc1ccc(-c2ccc([C@H]3[C@H]4C=CC[C@@H](C)[C@@H]4C(=O)N3Cc3ccccc3)c(F)c2)cc1OC	i	-7.2%	-6.0%	-3.8%	-3.2%	-12.6%	-0.1%	u	u
N#Cc1nc(-c2ccco2)oc1NCCN1CCOCC1	i	1.0%	-17.5%[57.5 µM]	-17.1%	-9.9%	-9.0%	-7.3%	9.9%	6.5%
O=C(c1cn(-c2ccccc2)nc1-c1ccc(Cl)s1)N1CCOCC1	i	-15.1%	i	u	0.1%	29.9%	-21.1%	u	35.5%
CC(CC(=O)N1CCN(c2ccccc2)CC1)c1ccccc1 (stereo unspecified)	i	1.1%	i	5.5%	16.3%	7.4%	44.6%[activator]	13.7%	0.7%
Cc1ccc(C(=O)N/C(=C/c2ccccc2)C(=O)NCC2CCCO2)cc1 (stereo unspecified)	i	1.2%	i	-23.4%	-8.7%	-18.9%	13.5%	8.2%	12.6%
O=C(COC(=O)c1n[nH]c2ccccc12)NC(=O)NC1CCCCC1	i	-8.0%	-20.8%[57.5 µM]	8.7%	0.3%	7.1%	8.3%	-17.8%	9.7%
CN1CCCN(C(=O)CC2(CC(=O)O)CCCCC2)CC1	i	1.5%	i	-10.1%	0.1%	-0.5%	12.0%	37.2%[activator]	11.5%
Cc1ccc(-n2nnnc2SCC(=O)Nc2sccc2C#N)cc1	i	-5.5%	i	-12.6%	-2.1%	2.6%	6.0%	10.3%	x
CC(C(=O)Nc1ccccc1)N1CCN(C(=O)c2ccco2)CC1 (stereo unspecified)	i	-1.6%	i	2.7%	-8.9%	16.3%	1.3%	0.8%	-12.5%
O=C(NCCCNC(=O)c1cc(Cl)ccc1Cl)c1ccco1	i	0.1%	-15.4%	-18.7%	-3.9%	-8.5%	-5.9%	7.0%	23.9%
Cc1cccc(N(CC(=O)N/N=C/c2cc([N+](=O)[O-])ccc2Cl)S(C)(=O)=O)c1C	i	-0.7%	-26.2%	14.8%	1.3%	16.5%	4.1%	1.7%	-18.5%
CCOc1ccc(NC(=O)c2ccc(NC(=O)c3ccc(CN4CCOCC4)cc3)cc2)cc1	i	-1.3%	i	10.3%	-4.4%	u	3.2%	-0.6%	-0.6%
COc1ccccc1Cc1c(-c2ccco2)nc2c3ccccc3ccn12	i	x	-37.4%[inhibitor]	22.4µM*	1.5%	-20.9%	0.9%	u	32.9%
N#CCc1nc(CSc2nc3ccccc3o2)cs1	i	1.8%	-9.5%[57.5 µM]	26.0%	1.1%	0.7%	-9.8%	9.7%	-3.4%
C=CCC[C@H](CCCCC)OC(=O)/C=C/[C@H](O)[C@@H](O)C[C@H](O)CC=C	i	x	-33.2%[inhibitor]	12.6%	u	0.9%	5.1%	u	32.8%
CCCCn1nnnc1C1(C)CCC(=O)N1Cc1ccc(OC)c(OC)c1 (stereo unspecified)	i	x	i	21.5%	-12.0%	-5.8%	2.1%	11.4%	-4.2%
Cc1c(C(=O)OC2CCCCC2)sc2nc[nH]c(=O)c12	i	-2.5%	-16.2%[57.5 µM]	7.4%	-2.9%	-16.6%	3.4%	0.0%	30.7%
COC(=O)CN(c1cc(Cl)ccc1OC)S(=O)(=O)c1ccc(OC)c(OC)c1	i	1.0%	-1.2%	-16.3%	-1.0%	-10.1%	0.6%	7.1%	x
C=CCOc1ccc(C2NC(=O)c3ccccc3O2)cc1OC (stereo unspecified)	i	x	-15.2%	11.6%	1.0%	-6.6%	-18.1%	-9.0%	-30.1%

# 2 entries from above, with two lines to a compound.
# Screens in order – pAkt inh | MmCpn inh | PTHR1 agonist | TDP43 rescue | aSyn yeast inh | Abeta rescue | HEK293 tox | GLP-1R inv ag | FUS suppressor
> N#CCc1nc(CSc2nc3ccccc3o2)cs1
  i | 1.8% | -9.5%[57.5 µM] | 26.0% | 1.1% | 0.7% | -9.8% | 9.7% | -3.4%
> C=CCC[C@H](CCCCC)OC(=O)/C=C/[C@H](O)[C@@H](O)C[C@H](O)CC=C
  i | x | -33.2%[inhibitor] | 12.6% | u | 0.9% | 5.1% | u | 32.8%

# Copied from the list.
# Entry of COC(=O)CN(c1cc(Cl)ccc1OC)S(=O)(=O)c1ccc(OC)c(OC)c1 under Abeta rescue: -10.1%
# Entry of COc1ccc(-c2ccc([C@H]3[C@H]4C=CC[C@@H](C)[C@@H]4C(=O)N3Cc3ccccc3)c(F)c2)cc1OC under aSyn yeast inh: -3.2%
# Entry of CC(C(=O)Nc1ccccc1)N1CCN(C(=O)c2ccco2)CC1 (stereo unspecified) under FUS suppressor: -12.5%

# (list continues)
molecule	pAkt inh	MmCpn inh	PTHR1 agonist	TDP43 rescue	aSyn yeast inh	Abeta rescue	HEK293 tox	GLP-1R inv ag	FUS suppressor
COc1ccc(-c2cc(=O)oc3c(C)c(OCc4nn[nH]n4)ccc23)cc1	i	-2.0%	-8.6%	3.0%	-2.2%	u	6.6%	-2.1%	16.4%
CC1(C)CC(C(CC(=O)Nc2nccs2)c2ccccc2)CCO1 (stereo unspecified)	i	2.1%	i	6.6%	12.2%	12.6%	1.9%	5.7%	-1.1%
Cc1ccc(NS(=O)(=O)c2ccc3c(c2)NC(=O)C(C)C(=O)N3)c(Br)c1 (stereo unspecified)	i	-0.4%	-23.2%	10.1%	0.4%	1.7%	-18.1%	-30.0%	-17.7%
O=C(/C=C/c1cccc(OCc2ccccc2)c1)c1cccnc1	i	-11.0%	-9.1%	u	u	-0.6%	-4.2%	-22.7%	3.5%
C=C(C)CSc1nc2sc3c(c2c(=O)n1-c1ccccc1)CCC(C)C3 (stereo unspecified)	x	x	i	16.8%	x	-3.8%	1.1%	6.1%	16.6%
CCOC(=O)C1(C)CCCN(C(=O)c2cccnc2SC)C1 (stereo unspecified)	i	x	i	20.6%	9.4%	-10.4%	1.5%	9.4%	-17.1%
CCN(CC(=O)Nc1ccccc1OC)C(=O)Cn1cnc2ccccc2c1=O	i	-0.2%	-14.0%	14.8%	0.5%	11.8%	10.9%	2.1%	-17.9%
Cc1cccc(N2C(=O)CC(N(O)c3ccccc3)C2=O)c1 (stereo unspecified)	i	-1.7%	-17.9%	-2.1%	0.0%	-5.8%	79.9%[activator]	23.9%	20.7%
CCCN(c1ccc(OCC)cc1)S(=O)(=O)c1ccc2c(c1)NC(=O)CO2	i	1.1%	-18.7%	-7.2%	-0.2%	-3.5%	-2.0%	u	5.5%
Cn1c(=O)n(Cc2ccco2)c(=N)c2c3c(sc21)CCC3	i	x	u	-24.2%	-1.5%	5.1%	1.1%	-5.2%	29.8%
COc1cccc(C(=O)NOCc2ccc(C)cc2)c1OC	i	-1.8%	i	10.2%	7.5%	-6.0%	2.8%	15.9%	x
COc1ccccc1C=C1SC(=S)NC1=O	i	x	-87.6%[inhibitor]	-14.8%	-7.4%	0.8%	-12.0%	10.3%	x
Oc1ccc(/C=N\Nc2cc(N3CCOCC3)nc(N3CCOCC3)n2)c(O)c1	i	2.2%	-1.8%	-8.5%	0.7%	-7.5%	9.3%	-24.8%	u
Cc1nc(NC(=O)CSc2ccc(-c3nc4ccccc4[nH]3)cn2)sc1C	i	1.6%	i	-25.9%	-8.5%	-13.3%	4.4%	66.9%[activator]	7.2%
COc1cc(/C=N/Nc2nc3ccccc3[nH]2)ccc1O	i	-5.7%	-6.3%	17.9%	-5.1%	5.5%	-20.5%	-16.7%	x
COc1ccccc1-c1coc2c(CN3CCN(CCO)CC3)c(O)ccc2c1=O	i	x	i	2.4%	0.2%	14.4%	-10.6%	8.8%	22.2%
COCCNC(=O)NC(=O)COC(=O)c1cccn1C	i	2.4%	-8.0%	18.7%	-0.2%	-2.1%	-0.6%	-23.8%	-1.1%
COc1ccccc1N1CCN(C(=O)CNC(=O)c2ccc(Cl)cc2Cl)CC1	i	-1.4%	-23.6%	19.7%	5.1%	-4.7%	2.8%	u	-16.8%
COc1ccccc1N1C(=O)CC(Nc2ccc(N3CCOCC3)cc2)C1=O (stereo unspecified)	i	-3.1%	-13.0%[57.5 µM]	-5.3%	-0.4%	-8.2%	-24.3%	3.1%	25.8%
O=C(Nc1ccccc1)N(Cc1cccs1)c1ccc(Cl)cc1	x	x	i	-0.2%	x	5.7%	1.5%	u	25.2%
C=CCSc1nnc(NC(=O)c2ccc3c(c2)OCCO3)s1	i	x	-61.0%[inhibitor]	18.1%	-11.2%	-6.6%	-3.2%	u	-32.8%
O=C(COc1ccc(F)cc1)NC1CC1	i	0.8%	i	10.8%	-2.3%	8.9%	-16.4%	23.0%	-0.5%
CC1CN(c2ccc(Cl)cc2)c2nc3c(c(=O)[nH]c(=O)n3C)n2C1 (stereo unspecified)	i	-3.5%	u	1.5%	-6.9%	0.0%	-10.4%	3.2%	-35.1%
COc1cccc(CNC(=O)c2cc3c(c(-c4cccc(-c5cccc(C#N)c5)c4)n2)[C@H](CCO)N(S(=O)C(C)(C)C)C3)c1 (stereo partly specified)	i	x	i	u	-4.2%	-4.2%	-0.9%	1.2%	22.4µM*

# A portion of the library (hit frequency here may not be typical).
